# HCMV antiviral = human cytomegalovirus inhibition | HFF cells, HCMV-luciferase reporter, 72 h; stronger effect = lower value | activity change, negative = inhibition, % at 57.5 µM | 4.5% of 410,000 active; in the data active = activity change below about -60%; inconclusive = no clear call, values can overlap the other calls; inactive = above about -39%; note: % is set by controls: 0 for no effect and ±100 for the full control effect
#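 Human foreskin fibroblasts infected with luciferase-reporter HCMV at MOI 1 PFU/cell, compounds at two doses. Luciferase measured 72 h post infection; normalized to buffer-only basal and Salinomycin (10uM) controls.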
# AMA1 RON2 block = disrupts binding of P. falciparum AMA1 to RON2 | AlphaScreen AMA1-biotinylated RON2 peptide binding | Potency, µM (doses to about 58.2 µM), inactives show top-dose activity change, negative = inhibition, actives largely listed as inhibitors | 0.2% of 360,000 active | AID 720542;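 note: potency is the fitted concentration of half-maximal effect; 0% = vehicle wells and -100% = peptide control; nearly all actives have a fitted effect of over 45% in size; some results filed as inactive show a strong effect at the top dose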
#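 AMA1 (3D7) with his tag at 25 nM final met compounds first, then biotinylated RON2 peptide at 25 nM; detection used donor plus acceptor beads, 10 µg/mL apiece, read by AlphaScreen after 30 min at room temperature.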
# Cycloheximide cs = counter-screen for Shiga toxin inhibitors: cycloheximide protein synthesis inhibition; cell reporter, cycloheximide protein synthesis inhibition counterscreen; max response, %; 12% of 300,000 active; AID 2314; in the data active = max response mostly above about 13%, no sharp cut-off; inactive = mostly below about 14%; note: read at 38.3 µM for the half of the compounds with a filed dose; 0% is about no effect
# Shiga inhibitor = inhibitors of Shiga toxin in Vero cells; AID 2315; inhibition, % at 38.7 µM; Vero cells, Shiga toxin protein synthesis inhibition reporter; 9.2% of 290,000 active; in the data active = inhibition mostly above about 28%, no sharp cut-off; inactive = mostly below about 43%; note: 0% is about no effect
# AmpC inh no detg = blocks E. coli AmpC beta-lactamase in detergent-free assay. P00811. AmpC nitrocefin hydrolysis, absorbance 480 nm, 0.0001% Triton. Potency, µM (highest dose often 57.1 µM), for inactives: at the highest dose activity change, negative = inhibition, usual class: inhibitors. 0.52% of 330,000 active. AID 485341;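 note: potency is the fitted concentration of half-maximal effect; plate controls were no compound for no effect and no enzyme for full effect; nearly all actives have a fitted effect of over 20% in size; some results filed as inactive show a strong effect at the top dose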
# Target sequence (P00811 whole entry, looked up): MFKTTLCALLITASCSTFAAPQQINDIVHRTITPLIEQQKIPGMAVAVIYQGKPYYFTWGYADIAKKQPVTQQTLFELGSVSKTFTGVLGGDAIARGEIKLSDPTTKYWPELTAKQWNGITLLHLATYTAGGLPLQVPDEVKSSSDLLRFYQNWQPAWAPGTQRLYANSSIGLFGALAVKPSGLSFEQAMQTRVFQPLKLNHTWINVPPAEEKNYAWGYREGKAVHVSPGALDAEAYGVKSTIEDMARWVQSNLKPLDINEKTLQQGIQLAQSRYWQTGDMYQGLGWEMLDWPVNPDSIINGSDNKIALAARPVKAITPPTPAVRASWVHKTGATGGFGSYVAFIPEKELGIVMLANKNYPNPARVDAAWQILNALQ
#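 20 mM phosphate pH 7.0 + 0.01% (detergent screen) or 0.0001% Triton X-100; 5.3 nM AmpC reagent; cpd preinc 15 min RT; nitrocefin (800 uM stock) to start; A480 q20 s × 4 min; Activity was normalised to no-enzyme and no-compound control wells.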
# FBPA Giardia inh = inhibitors of Giardia lamblia fructose-1,6-bisphosphate aldolase; A8B2U2; purified Giardia FBPA; Potency, µM (doses to about 59.6 µM), for inactives: at the top dose activity, negative = inhibition, hits mostly inhibitors; 0.71% of 290,000 active; AID 2451; note: potency is the fitted concentration of half-maximal effect; % is set by controls: 0 for no effect and ±100 for the full control effect; nearly all actives have a fitted effect of over 55% in size
# Target sequence (A8B2U2 whole entry, looked up): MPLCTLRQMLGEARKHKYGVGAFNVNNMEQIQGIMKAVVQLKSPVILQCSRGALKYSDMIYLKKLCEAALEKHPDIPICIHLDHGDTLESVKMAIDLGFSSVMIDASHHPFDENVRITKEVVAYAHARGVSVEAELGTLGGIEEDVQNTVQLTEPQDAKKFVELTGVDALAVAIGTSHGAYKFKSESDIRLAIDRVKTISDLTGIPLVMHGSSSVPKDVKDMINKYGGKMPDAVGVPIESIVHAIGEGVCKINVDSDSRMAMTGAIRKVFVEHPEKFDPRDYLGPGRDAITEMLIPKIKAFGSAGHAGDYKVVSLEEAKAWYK
#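 Giardia FBPA (40 nM reagent) was preincubated 10 min at RT with compound (up to 57.5 uM final), then substrate plus GAPDH/TPI/NAD/arsenate coupling system with diaphorase/resazurin was added; resorufin fluorescence (525/598 nm) was read after 20 min.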
# AmpC detergent = inhibitors of E. coli AmpC beta-lactamase with detergent | AmpC hydrolysis of nitrocefin, absorbance 480 nm, 0.01% Triton | Potency, µM (highest dose often 114 µM), inactives show top-dose activity change, negative = inhibition, actives largely listed as inhibitors | 0.041% of 370,000 active;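 note: potency is the fitted concentration of half-maximal effect; 0% = no-compound wells and -100% = no-enzyme wells; nearly all actives have a fitted effect of over 25% in size; some results filed as inactive show a strong effect at the top dose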
#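 AmpC (5.3 nM in the dispensed reagent) in 20 mM phosphate pH 7.0 with 0.01% (detergent screen) or 0.0001% Triton X-100 was preincubated with compounds for 15 min at room temperature. Nitrocefin was then added from an 800 uM solution, and hydrolysis was followed at 480 nm.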
# Active calls of the source: *; ? = inconclusive; nt = no result given; & = joins results of further samples; [ ] = another dose, or the depositor's remark. Unless noted, calls come from the whole dose curve; as a rule, active = well fitted curve in the direction sought with a large enough effect; inconclusive = small, poorly fitted or top-dose-only effect, or another doubt; inactive = no such curve, though single readings can be large; an effect the other way counts as inactive or inconclusive. Rows were taken by chance; about 16% have a hit in one of these screens.
SMILES,HCMV antiviral,AMA1 RON2 block,Cycloheximide cs,Shiga inhibitor,AmpC inh no detg,FBPA Giardia inh,AmpC detergent
COc1ccc(CNC(=O)C(C)N2C(=O)NC(c3ccccc3)(c3ccccc3)C2=O)cc1 (stereo unspecified),-13,-6%,nt,nt,-3%,nt,1%
CC(=O)Oc1ccc(C(=O)Nc2cccc(C(=O)c3ccc(C)c(C)c3)c2)cc1,-7,-5%,-1,-6,-17%,-10%,-7%
C=CCn1c(=S)sc2c(=O)[nH]cnc21,-22,-3%,2,-18,-8%,-10%,5%
COc1ccc(CCNC(=O)c2cccc(S(=O)(=O)N3CCCCCC3)c2)cc1,?,-6%,nt,nt,-31%,nt,-1%
O=C(CCCC(=O)OCC(=O)c1cccs1)Nc1ccc(Oc2ccccc2)cc1,-19,-11%,18,8,-32%,-7%,?
NCC(O)COCCC12CC3CC(CC(C3)C1)C2 (stereo unspecified),-11,13%,7,-26,66%[activator],-7%,-3%
CC(C)CN(C(=O)CC1CCCC1)c1c(N)n(Cc2ccccc2)c(=O)[nH]c1=O,-31,-5%,nt,nt,-40%,nt,-7%
COC(=O)[C@H](CCSC)NC(=O)Nc1cccc(C)c1C,3,-19%,-3,-6,-2%,-3%,1%
O=C(O)c1cnc(N2CCOCC2)nc1,-32,-3%,-2,4,-21%,1%,2%
Cc1cccc(OCC(=O)NCC(=O)N/N=C/c2cccnc2)c1,-7,1%,0,2,-2%,1%,-1%
CN(C)c1ccc(/C(=N\O)C(F)(F)F)cc1,-17,-6%,14,23,-29%,1%,-10%
CCC1(CC)C(=O)C2=C3C1[C@H](C(=O)OC)CC(C(=O)OC)C[C@H]3n1c(=O)n(-c3ccccc3)c(=O)n1[C@H]2C (stereo partly specified),5,37%[activator],0,-3,nt,1%,nt
Cn1ccnc1SCCC#N,-5,7%,7,-8,-14%,2%,-2%
NNC(=O)c1csc(COc2cc(Cl)cc(Cl)c2)n1,-8,76%[activator],2,-7,23%,8%,9%
CCC(=O)N1CCc2cc(S(=O)(=O)NC(C(=O)NCc3ccccc3)C(C)C)ccc21 (stereo unspecified),51,-5%,-4,-19,-1%,5%,1%
COc1ccccc1NC(=O)CC1COc2ccccc2O1 (stereo unspecified),-11,0%,-3,-23,-32%,nt,-18%
Cc1noc(C)c1C(=O)Nc1cccc(S(=O)(=O)N2CCCCC2)c1,-35,5%,nt,nt,-16%,nt,-7%
C[C@H](NC(=O)c1nc[nH]c1C(=O)NCc1ccc(CNC(=O)OC(C)(C)C)cc1)c1ccccc1,-14,120%[activator],nt,nt,35%,nt,8%
CCN(CCO)C(=O)C12CCC(C)(C(=O)C1)C2(C)C (stereo unspecified),11,-1%,-2,-17,nt,0%,-4%
Cc1cc(C)c(S(=O)(=O)N2CCCC2CNC(=O)c2ccc3c(c2)OCO3)c(C)c1 (stereo unspecified),21,-1%,nt,nt,?,nt,?
Cc1c(C(=O)N2CCOCC2)c(S(=O)(=O)Nc2cccc(C#N)c2)c(C)n1C,14,-11%,-3,-8,-5%,-2%,-6%
CCc1ccc(NC(=O)C(CC)c2ccccc2)cc1 (stereo unspecified),-21,7%,7,-2,-31%,2%,?
C[C@]12CCC3C(CC[C@H]4C[C@H](O)CC[C@]34C)C1[C@@H](O)[C@@H](O)[C@@H]2O (stereo partly specified),-39,-12%,nt,nt,-4%,nt,nt
COc1cccc(OC)c1CN(C)C(=O)c1cnccc1C(F)(F)F,-16,-8%,5,-17,35%,3%,-4%
COc1cccc(N2CC(C)Cn3c2nc2c3c(=O)[nH]c(=O)n2C)c1 (stereo unspecified),46,-4%,1,-5,-14%,7%,?
CCOc1ccc(NC(=S)NC(=O)/C=C/c2ccc(OC)c(OC)c2)c([N+](=O)[O-])c1,?,-5%,-2,-4,-37%,nt,11%
CCOC(=O)N1CCN(CC(O)COC(CC)c2ccccc2)CC1 (stereo unspecified),5,0%,-1,-16,44%,-5%,3%
CCN(C(=O)c1cc(S(=O)(=O)N2CCCCC2)c[nH]1)c1ccc(OC)cc1,-67*,-1%,-3,-1,-5%,0%,-7%&-9%
Cc1ccc(S(=O)(=O)Nc2cc(C(=O)NCCN3CCCC3)ccc2N2CCCCC2)cc1,-39,-1%,-4,-17,198%[activator],-9%,-6%
Cc1cc(N/C(=N/S(=O)(=O)c2cc(F)ccc2F)c2ccccc2)n(-c2ccccc2)n1,27,-7%,15*,16,1%,-4%,1%
COc1ccccc1N1CSC2=C(C#N)C(c3ccc(SC)cc3)CC(=O)N2C1 (stereo unspecified),43,0%,-3,-9,-53%,5.6µM*,?
S=C(N/N=C/c1ccccc1Cl)Nc1cccc(Cl)c1Cl,-65*,102%[activator],-2,29,-53%,5%,5%
C=CCNC(=O)c1ccc2c(c1)nnn2C,2,-3%,-3,-6,-13%,2%,-16%
O=C1c2cccc3c(N4CCCCC4)ccc(c23)C(=O)N1c1ccccn1,-5,7%,-6,-8,-16%,-9%,2%
CC1Cc2cc(/C(O)=C3/C(=O)C(=O)N(Cc4ccncc4)C3c3ccc(N(C)C)cc3)ccc2O1 (stereo unspecified),-24,0%,-1,-7,-12%,-22%,0%
CCCc1cc(C(=O)Nc2cc(Br)ccc2O)no1,32,19%,22*,57*,-42%,1%,?

# In another format: entries from further up.
O=C1c2cccc3c(N4CCCCC4)ccc(c23)C(=O)N1c1ccccn1
- HCMV antiviral: -5
- AMA1 RON2 block: 7%
- Cycloheximide cs: -6
- Shiga inhibitor: -8
- AmpC inh no detg: -16%
- FBPA Giardia inh: -9%
- AmpC detergent: 2%
CC1Cc2cc(/C(O)=C3/C(=O)C(=O)N(Cc4ccncc4)C3c3ccc(N(C)C)cc3)ccc2O1 (stereo unspecified)
- HCMV antiviral: -24
- AMA1 RON2 block: 0%
- Cycloheximide cs: -1
- Shiga inhibitor: -7
- AmpC inh no detg: -12%
- FBPA Giardia inh: -22%
- AmpC detergent: 0%
CCCc1cc(C(=O)Nc2cc(Br)ccc2O)no1
- HCMV antiviral: 32
- AMA1 RON2 block: 19%
- Cycloheximide cs: 22*
- Shiga inhibitor: 57*
- AmpC inh no detg: -42%
- FBPA Giardia inh: 1%
- AmpC detergent: ?

# Following part.
SMILES,HCMV antiviral,AMA1 RON2 block,Cycloheximide cs,Shiga inhibitor,AmpC inh no detg,FBPA Giardia inh,AmpC detergent
COc1cc(OC)c(-c2nc3ccccc3s2)cc1OC,88,0%,24*,33*,140%[activator],-10%,9%
CCN(c1ccccc1)S(=O)(=O)c1ccc(C(=O)NCc2ccco2)cc1,-12,-10%,nt,nt,-30%,nt,nt
COc1ccccc1CN1CCNC(=O)C1CC(=O)NCCc1cnccn1 (stereo unspecified),-25,6%,-2,-6,-6%,-17%,6%
CCOc1ccccc1N1CCN(C(=O)c2c(C)noc2C)CC1,17,-6%,-3,-4,-3%,3%,2%
CCOCCCN(C)C1CCN(C(=O)c2oc3ccccc3c2NC(=O)COc2ccc(F)cc2)CC1,-11,11%,-6,-6,46%,nt,2%
Cc1ccc(C2(c3ccccc3)NC(=O)N(CC(=O)NC3(C#N)CCCC3)C2=O)cc1C (stereo unspecified),-92*,0%,nt,nt,-1%,nt,4%
COc1ccc(-c2nc3n(c(=O)c2C#N)CCS3)cc1,-13,-18%,4,3,-24%,-2%,9%
COC(=O)C(Cc1ccccc1)NC(=O)c1ccc(NS(=O)(=O)c2ccc3[nH]c(=O)[nH]c3c2)cc1 (stereo unspecified),-5,-6%,nt,nt,-57%,nt,-6%
COC(=O)Sc1nc(N2CCOCC2)c2c(c1C#N)CC(C)(C)OC2,45,-14%,-6,-14,40%,-9%,-16%
CN1C(=O)SC(Nc2cccc3ccccc23)C1=O (stereo unspecified),-12,30%[activator],-1,-8,-26%,-2%,2%
CCOC(=O)c1c(-c2ccc(C)o2)csc1NC(=O)CN(C)CC(=O)Nc1ccc(C)cc1,?,65%[activator],-5,-26,11%,-13%,-14%
Cn1c(=O)c2cn(-c3ccccc3)cc2n(C)c1=O,-11,4%,-1,-11,-5%,0%,3%
Cc1nc2c(C(=O)NCCc3ccccc3Cl)c[nH]n2c(=O)c1Cl,-20,0%,-3,1,-11%,-2%,3%
COc1ccc(NC(=O)C2CCCN2C(=O)Nc2cccc(F)c2)cc1 (stereo unspecified),?,-7%,2,-4,-12%,0%,6%
CCc1ccc2c(CN(C)Cc3ccccc3OC)cc(=O)oc2c1,5,-22%,19*,56,-10%,?,-4%
CCOC(=O)c1c(NC(=O)C2=C(C)NC(=S)NC2c2ccc(C)cc2)sc(C)c1C (stereo unspecified),49,57%[activator],8,21,-5%,0%,?
Cn1cnnc1SCC(=O)Nc1ccc2ccccc2c1,-27,-4%,nt,nt,-17%,nt,2%
C=CCn1c(O)c(/C(C)=N/NC(=S)Nc2ccccc2)c(=O)[nH]c1=O,35,88%[activator],27*,60*,-41%,?,-5%
COCCn1c(Cc2cccn2C)nnc1SCC(=O)NCc1ccc2c(c1)OCO2,10,16%,15,16,-4%,1%,-1%
CC(=O)c1ccc(NC(=O)CSc2ccc(-c3ccc(-n4cccn4)cc3)nn2)cc1,5,0%,nt,nt,-11%,nt,-14%
O=C(NCC1CCCO1)C1CCC(=O)N1Cc1ccccc1Cl (stereo unspecified),5,-10%,6,-13,-10%,3%,-8%
O=C(Nc1ccccn1)c1ccc(Cl)c(S(=O)(=O)N2CCOCC2)c1,2,-5%,-2,4,-3%,nt,-4%
Oc1ccc(/C=N/N2CCCCC2)c(O)c1,-16,-1%,49*,107*,-20%,16%,-9%
CC(=O)NCC(=O)OCC(=O)c1ccc(C)c(C)c1,-23,-9%,2,19,-7%,1%,1%
CN(C)S(=O)(=O)c1ccc(Cl)c(NC(=O)COC(=O)/C=C/c2cnc3ccccc3n2)c1,8,33%[activator],11,36,-17%,0%,9%
CCO/C=C1/C(=O)N(CC)c2ccccc21,0,8%,-3,-16,-4%,0%,2%
COc1cc(CC(NC(C)=O)C(=O)NC2CCN(c3nc(C)cc(C)c3C#N)CC2)cc(OC)c1 (stereo unspecified),-4,0%,-2,14,-13%,0%,-11%
CC(C)Cc1nnc(NC(=O)CC(C)c2ccccc2)s1 (stereo unspecified),49,3%,1,2,-17%,-2%,0%
Cc1ccc2c(c1)C1CN(C)CCC1N2C(=O)c1cccs1 (stereo unspecified),-24,2%,-2,-2,-16%,-4%,7%
CC1CN(C(=O)C(C)N2CCN(c3cccc(Cl)c3)CC2)CC(C)O1 (stereo unspecified),-38,1%,-1,-12,74%[activator],6%,2%
COC(=O)c1sccc1NC(=S)N1CCN(c2cc(C)ccc2C)CC1,-25,-16%,-5,-3,-6%,2%,?
CC(C)N(c1ccccc1)c1ccc(NC(=O)C2CCCO2)cc1 (stereo unspecified),-4,-5%,-1,5,30%,-3%,-8%
COc1ccc(OC)c(S(=O)(=O)N2CCC(C(=O)Nc3ccc(C)c(C)c3)CC2)c1,-30,-8%,-1,-13,8%,nt,?
Cc1ccccc1/C=C/c1cc[n+](C)cc1,?,-3%,2,2,-18%,0%,2%
